Efflux pump mplx = inhibitors of Candida antifungal efflux pumps expressed in yeast; S. cerevisiae Candida pump triplex, Nile Red efflux; inhibition, % at 10 µM; actives 0.44% (n = 330,000);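 active means plate passing quality check with inhibition over a set limit, or well fluorescence over plate mean plus 4 SD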;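 further: Nile Red retained in pooled yeast measured as flow cytometry median fluorescence; 0% = buffer negative control and 100% = Enniatin B positive control; higher means more Nile Red kept so more efflux inhibition; some compounds called inactive have numbers as strong as hits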
AHR act = human AHR activation. P35869. AHR-responsive luciferase reporter cells, luminescence. activation, % at 5 µM. actives 2.5% (n = 320,000). AID 2796; in the data active means activation above about 47%;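 further: 0% = vehicle wells and 100% = reference agonist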
Target sequence (P35869 whole entry, looked up): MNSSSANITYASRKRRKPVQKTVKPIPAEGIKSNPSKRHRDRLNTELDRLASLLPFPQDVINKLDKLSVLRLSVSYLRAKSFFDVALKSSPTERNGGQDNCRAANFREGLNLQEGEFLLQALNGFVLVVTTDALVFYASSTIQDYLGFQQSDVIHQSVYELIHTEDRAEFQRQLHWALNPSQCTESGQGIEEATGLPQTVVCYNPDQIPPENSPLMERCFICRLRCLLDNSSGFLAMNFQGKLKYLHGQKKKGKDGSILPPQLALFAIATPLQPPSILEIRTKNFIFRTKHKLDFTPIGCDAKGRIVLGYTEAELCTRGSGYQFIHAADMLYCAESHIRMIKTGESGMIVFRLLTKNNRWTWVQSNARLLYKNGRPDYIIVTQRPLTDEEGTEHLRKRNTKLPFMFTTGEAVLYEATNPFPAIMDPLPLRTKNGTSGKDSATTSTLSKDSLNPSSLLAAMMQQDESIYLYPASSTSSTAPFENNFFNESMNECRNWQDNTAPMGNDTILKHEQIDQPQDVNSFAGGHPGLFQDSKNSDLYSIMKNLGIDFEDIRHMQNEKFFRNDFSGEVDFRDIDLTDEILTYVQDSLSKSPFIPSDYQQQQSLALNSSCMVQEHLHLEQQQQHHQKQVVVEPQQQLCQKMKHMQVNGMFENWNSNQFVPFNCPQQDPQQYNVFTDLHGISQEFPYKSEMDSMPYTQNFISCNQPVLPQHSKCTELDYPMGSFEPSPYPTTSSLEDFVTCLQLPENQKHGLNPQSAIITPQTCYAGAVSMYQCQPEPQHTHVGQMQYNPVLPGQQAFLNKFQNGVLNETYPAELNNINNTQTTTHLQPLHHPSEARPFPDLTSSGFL
RPL19A TOR yeast = yeast TOR pathway RPL19A-GFP modulation | S. cerevisiae RPL19A-GFP strain, flow cytometry, 3 h; stronger effect = lower value | percent response vs DMSO, % at 10 µM | actives 0.3% (n = 330,000);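 active means percent response vs DMSO below 50%; inconclusive means fewer than 70 events counted for the yeast strain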;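 further: median channel GFP fluorescence of the barcoded RPL19A-GFP strain; ratio of sample median GFP to plate DMSO average so 100% = DMSO; lower means less RPL19A-GFP as with rapamycin TOR inhibition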
MEP2-GFP yeast = yeast TOR pathway MEP2-GFP modulation; actives 0.51% (n = 330,000); AID 2016; S. cerevisiae MEP2-GFP strain, flow cytometry GFP, 3 h; 100% = DMSO control level; GFP response vs DMSO, % at 10 µM;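 active means GFP response versus DMSO above a set limit, roughly screen mean plus 3 SD, cut at about 180% in these data; inconclusive means fewer than 70 cells counted for a yeast strain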;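 further: median GFP fluorescence of the barcode-gated MEP2-GFP cells per well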
Yeast superoxide = lowers age-related superoxide in aged yeast cells; actives 0.18% (n = 330,000); S. cerevisiae aged cells, superoxide DHE fluorescence; stronger effect = lower value; AID 2690; superoxide response (% of plate mean), % at 10 µM;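 active means superoxide response under a set limit, about three screen SD below normal, cut at about 65% in these data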;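 further: yeast aged for seven days with compound at 30 °C before DHE staining; 100% = average MFI of all compound-treated wells on the plate with controls excluded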
LAP4 TOR yeast = alters LAP4-GFP fluorescence in TOR pathway yeast screen; S. cerevisiae LAP4-GFP multiplex, flow cytometry GFP, 3 h; median GFP as percent of DMSO wells; GFP response vs DMSO, % at 10 µM; actives 0.34% (n = 320,000);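 active means GFP response vs DMSO above a set limit, about the screen mean plus 3 SD, cut at about 150% in these data; inconclusive means under 70 cell events counted for the yeast strain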
CIT2-GFP yeast = yeast TOR pathway CIT2-GFP modulation. GFP response vs DMSO, % at 10 µM. actives 0.065% (n = 320,000). S. cerevisiae CIT2-GFP strain, flow cytometry, 3 h; 100 means same as DMSO wells;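 active means GFP response relative to DMSO above a set limit, near the screen mean plus 3 SD, cut at about 150% in these data; inconclusive means Fewer than 70 cells measured for a yeast strain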;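 further: ratio of well median GFP fluorescence to mean of DMSO wells on the plate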
AGP1 TOR yeast = alters AGP1-GFP fluorescence in TOR pathway yeast screen; S. cerevisiae AGP1-GFP multiplex flow cytometry, 3 h; GFP as percent of DMSO wells; AID 2066; actives 0.02% (n = 320,000); GFP response vs DMSO, % at 10 µM;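 active means GFP response relative to DMSO above a set limit, near screen average plus 3 SD, cut at about 150% in these data; inconclusive means fewer than 70 cells counted for the yeast strain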;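 further: median GFP channel fluorescence of the gated AGP1 strain per well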
Active calls of the source: *; ? = inconclusive; nt = no result given; [ ] = dose if it differs, or a comment.

#	SMILES	Efflux pump mplx	AHR act	RPL19A TOR yeast	MEP2-GFP yeast	Yeast superoxide	LAP4 TOR yeast	CIT2-GFP yeast	AGP1 TOR yeast
1	Cc1cc(N2CCN(c3ccccc3)CC2)nc(-n2nc(C)cc2C)n1	-0.3	-7	100	110	108	118	103	104
2	COC(=O)c1c(-c2cccnc2)csc1NC(=O)c1cc(C)on1	0.2	68*	96	109	99	120	93	92
3	C=CCn1sc(=N)c(C#N)c1N	0.1	2	94	96	86	98	105	100
4	COC(=O)CCN(C1CCCCC1)S(=O)(=O)c1ccc(S(=O)(=O)NC2CCCCC2)cc1	0.5	-3	101	100	100	101	99	98
5	CCN(CC)S(=O)(=O)c1ccc(O)c(C(=O)OCC(=O)N2c3ccccc3CC2C)c1 (configuration not stated)	0.3	-1	95	95	109	92	93	98
6	COc1ccc(-c2noc(CN(C)C(=O)c3ccoc3C)n2)cc1	-0.1	-2	104	102	96	94	97	96
7	O=C(Nc1cc(C(F)(F)F)ccc1Cl)c1ccc(NC(=O)C(F)(F)F)cc1	-0.2	75*	91	104	103	95	98	91
8	COc1ccc2oc(C(=O)Nc3ccc(S(=O)(=O)N(C)C4CCN(C)CC4)cc3)c(C)c2c1	0.2	-5	99	107	84	103	96	104
9	Cc1cc(CNC(=O)C2(C(F)(F)F)C/C(=C\CCO)CCCO2)nn1C (configuration not stated)	-0.1	4	104	95	120	110	98	94
10	CCOC(=O)N1CCN(C(=O)CNC(=O)Cn2cnc3ccccc3c2=O)CC1	1.4	2	103	107	86	99	97	99
11	CCN(CC)c1ccc(/C=N/OCC(=O)Nc2cccc(C)c2)cc1	-0.3	2	102	111	115	96	101	93
12	O=C(CN1C(=O)NC2(CCCC2)C1=O)OCCOc1cccc(Br)c1	-0.1	4	96	95	111	100	97	100
13	Cc1cc2[nH]c3ccccc3c2cn1	0.1	17	104	105	99	96	104	104
14	COc1ccc(Cc2noc(CN3CCCN(C4Cc5ccccc5C4)CC3)n2)cc1OC	-0.1	3	93	99	92	95	95	97
15	CCN(CC)CCCNC(=O)c1cn(C)c2ccc(S(=O)(=O)N(C)C3CCCCC3)cc2c1=O	0.0	-2	95	93	106	94	95	95
16	Cc1cc(C)cc(NC(=O)CCN2CCCC2)c1	0.0	1	103	101	113	100	101	105
17	CC(=O)N1CCN(c2nc(C)nc3sc4c(c23)CCC(C)C4)CC1 (configuration not stated)	0.0	-1	100	105	95	110	98	105
18	Cc1cc(C)cc(NC(=O)N2CCNC(=O)C2CC(=O)Nc2cc(Cl)ccc2Cl)c1 (configuration not stated)	0.2	19	100[may fluoresce green]	96[may fluoresce green]	64*	97[may fluoresce green]	118[may fluoresce green]	103[may fluoresce green]
19	Cc1ccc(-n2c(C)cc(C(=S)N3CCOCC3)c2C)cc1C	-0.1	0	92	95	92	104	91	98
20	Cn1c(=O)c2cc(S(=O)(=O)N3CCC(c4ccccc4)CC3)ccc2n(C)c1=O	-0.1	0	113	94	91	76	84	86
21	CC(NC(=O)C12CC3CC(CC(C3)C1)C2)C(=O)N/N=C/C1=C(N2CCOCC2)C(=C\c2cccc([N+](=O)[O-])c2)/CC1 (configuration not stated)	-0.1	0	103	99	95	102	103	103
22	Cc1occc1C(=O)Nc1ccc(Br)cc1F	-0.1	25	103	116	101	103	103	103
23	Cc1cccc(N2CCN(C(=S)Nc3ccc4nc5n(c(=O)c4c3)CCCCC5)CC2)c1C	0.2	0	97	95	101	106	101	100
24	CC(Sc1ccc(Cl)cc1)C(=O)NCC(c1ccco1)N1CCCCC1 (configuration not stated)	0.1	4	96	105	89	107	90	104
25	Cc1ccc(NC(=O)COC(=O)c2cc(Cl)ccc2Cl)c(Br)c1	1.3*	6	99	100	95	91	88	95
26	Cc1ccc(/C=N/NC(=O)CNC(=O)c2cccs2)cc1	-0.8	14	94	108	99	108	104	107
27	C#CCNC(=O)C1=C[C@@H](C2CC2)C[C@@H](OCCCCO)O1	0.0	1	105	96	100	104	89	92
28	Cc1nnc(SCC2=C(C(=O)O)N3C(=O)C(NC(=O)Cc4ccccc4)C3SC2)s1 (configuration not stated)	0.1	0	88	84	111	89	84	90
29	O=C(O)c1ccccc1NCc1ccsc1	-0.1	nt	102	101	111	106	85	95
30	COc1ccc2ccccc2c1/C=N/NC(=O)c1cc(C)[nH]n1	0.0	39	104	94	83	68	84	87
31	N#C/C(=C(/O)COC(=O)CSc1ccc2ccccc2c1)c1nc2ccccc2[nH]1	0.1	14	105	104	102	104	106	110
32	Cc1ccc(/C=C2\SC(=S)N(CCC(=O)NNC(=O)c3cccc(O)c3)C2=O)cc1	0.1	-3	21*[may fluoresce violet]	151[may fluoresce violet]	113	79[may fluoresce violet]	?	14[may fluoresce violet]
33	Cc1cc(SCC(=O)Nc2ccc3[nH]c(=O)[nH]c3c2)nc2ccccc12	0.0	9	98	101	99	91	94	97
34	CC(=O)N1CCOc2ccc(S(=O)(=O)NC(C)c3ccccc3)cc21 (configuration not stated)	0.0	0	98	94	89	107	103	101
35	CC(C)CNC(=S)N(CCN(C)C)Cc1cc2cc3c(cc2[nH]c1=O)OCO3	-0.1	28	105	111	88	98	101	103
36	CCC1(c2ccccc2)NC(=O)N(Cc2ccc(C(=O)OC)cc2)C1=O (configuration not stated)	0.1	0	95	95	94	104	92	95
37	O=C1/C(=C/c2ccco2)SC(=S)N1C1CCS(=O)(=O)C1 (configuration not stated)	0.3	-4	16*[may fluoresce violet]	?	102	?	?	?
38	Cc1ccc(CNC(=O)C2COc3ccccc3O2)cc1 (configuration not stated)	0.1	4	96	97	90	94	90	97
39	COc1ccc(C(=O)OC/C(O)=C(\C#N)c2nc3ccccc3[nH]2)cc1S(=O)(=O)N1CCOCC1	0.0	13	98	93	89	94	94	96
40	CC(CC(=O)O)Nc1ccccc1O (configuration not stated)	0.0	1	98	99	93	103	96	99
41	O=C(Nc1ccc2nc(-c3cccs3)c(-c3cccs3)nc2c1)NC1CC1	0.1	17	105	108	120	114	102	nt
42	Cc1nn(-c2ccccc2)c(OC(=O)c2cccs2)c1S(=O)(=O)c1ccccc1	0.3	8	103	92	90	87	68	85
43	COc1ccc(NC(=O)CSc2nnc(C3CC3)n2C)cc1S(=O)(=O)N1CCOCC1	0.3	2	92	95	113	98	90	95
44	COCCN(C(=O)CNC(=O)c1ccco1)C(C(=O)NC1CCCCC1)c1cccs1 (configuration not stated)	0.2	3	97	99	92	93	84	101
45	O=C(COc1ncnc2scc(-c3ccccc3)c12)NC1CCCc2ccccc21 (configuration not stated)	-0.2	24	107	105	83	103	111	107
46	O=C(NC1CCS(=O)(=O)C1)c1ccc(-c2ccc(Br)cc2)o1 (configuration not stated)	0.0	20	100	114	117	117	104	106
47	COc1ccc(C2NC(=O)N(C)C(C)=C2[N+](=O)[O-])cc1 (configuration not stated)	-0.1	3	101	101	105	103	108	103
48	Cc1oc(-c2ccccc2)cc1C(=O)Nc1cccc(/C=C\C(=O)O)c1	0.0	1	103	106	103	105	101	101
49	COc1cc(OC)cc(C(=O)N[C@H](C(=O)NCc2cccs2)C(C)C)c1	-0.2	3	100	98	99	112	105	113
50	Cc1ccc2nc(NC(=O)c3ccc4c(c3)OCO4)sc2c1	-0.1	0	107	105	98	114	108	101

(continued)
#	SMILES	Efflux pump mplx	AHR act	RPL19A TOR yeast	MEP2-GFP yeast	Yeast superoxide	LAP4 TOR yeast	CIT2-GFP yeast	AGP1 TOR yeast
51	CC(C)Cc1cc(C(=O)N2CCN(c3ccc(F)cc3)CC2)no1	-0.1	-2	100	103	90	101	99	103
52	S=c1[nH]nc(C2CCCCC2)n1/N=C/c1cccc(Cl)c1Cl	0.0	nt	106	107	93	87	98	95
53	CC(C)=CC(=O)OCC(=O)Nc1ccc(F)cc1Cl	0.0	0	97	99	83	100	103	99
54	C=CCOc1ccc2ccccc2c1CNc1ncn[nH]1	-0.1	35	101	99	91	92	105	104
55	Cc1cn(COC/C=C/c2ccccc2)c(=O)[nH]c1=O	0.0	-4	107	98	124	105	111	109
56	O=C(Nc1ccc(Cl)cc1)OCc1ccccn1	0.3	-1	94	98	107	102	85	86
57	COCCN(CC(=O)Nc1cccc(C)c1C)C(=O)c1cc2ccccc2cc1OC	0.5	0	98	101	103	104	92	105
58	Cc1noc(C)c1S(=O)(=O)N1CCC(C(=O)N2CCN(c3ccc(F)cc3)CC2)CC1	-0.1	0	99	95	93	95	105	100
59	CCOc1ccc(/C=N/NC(=O)CSc2n[nH]c(=O)[nH]c2=O)cc1OC	0.0	-2	108	100	108	97	101	103
60	Cc1cc(Nc2ccc(N(C)C)cc2)n2ncnc2n1	0.1	11	102	93	93	86	96	89
61	O=C(CSc1nc(C2CCCCC2)nc2ccccc12)N1CCCC1	-0.1	3	91	85	80	95	88	85
62	CCOC(=O)c1coc(CNC(=O)c2c(C)oc3c2CCCC3)c1	0.2	0	90	92	105	90	83	90
63	COc1ccc(CCNS(=O)(=O)c2ccc(OC)cc2)cc1	-0.1	0	98	98	90	99	95	98
64	Cc1cccc(CCNc2nc3ccc(C)cc3n3cnnc23)c1	0.1	16	104	110	94	101	106	104
65	Nc1c(NC(=O)CC[n+]2ccccc2)cccc1[N+](=O)[O-]	-0.2	7	101	102	108	97	91	98
66	O=[N+]([O-])c1cccc(/C=N/N2CCN(Cc3ccccc3)CC2)c1	0.0	-3	98	105	93	102	110	107
67	COC(=O)c1sc(N(C)C)c(C#N)c1-c1ccccc1	0.1	0	105	108	90	112	90	103

This is a random part of the collection; 3.9% or so of the library scored in one or more.
